TSHR antag – antagonists of human thyroid stimulating hormone receptor | activity change, negative = inhibition, % at 11.5 µM | 0.2% of 330,000 active | AID 504810 | TSHR-expressing cells, TSH-stimulated cAMP HTRF, 2 h; hits give low values | P16473;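 active means activity change below a set negative limit, meaning inhibition stronger than a set level, cut at about -70% in these data; inconclusive means activity change between two set negative limits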; further: on the % scale 0 is the no-effect control and ±100 the full control effect
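Antagonism was scored as loss of TSH-driven cAMP in TSHR cells, stimulated with 4nM TSH (EC80) for 2 hours at 37 deg C and detected by homogeneous HTRF competition immunoassay.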
ELG1 repair inh – blocks ELG1-dependent DNA repair in HEK293T cells; 2.3% of 330,000 active; HEK293T ELG1-luciferase reporter, luminescence, 16 h; DNA damage induced by 5-fluorouridine; Potency, µM (series often up to 46.1 µM), for the others: at the highest dose activity change, negative = inhibition, most hits filed as inhibitors; further: potency means the concentration at half of the fitted maximal effect; on the % scale 0 is the no-effect control and ±100 the full control effect; nearly all actives have a fitted effect of over 55% in size
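Cells (2,000 per well) received 5-fluorouridine plus test compound or DMSO and were incubated 16 hr at 37 °C, 5% CO2. Luciferase activity was read by luminescence 30 min after ONE-Glo addition; signal suppression marked inhibition of damage-induced ELG1 function.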
Chronic BCR inh – chronic active BCR signaling inhibition. AID 493014. ABC-DLBCL IkBa-CBG/CBR reporter, luminescence ratio, 4 h. 0.05% of 340,000 active. Potency, µM (doses to about 46.1 µM), for inactives: top-dose ratio change, negative = lower green/red ratio, most hits filed as inhibitors; active means well fitted inhibition curve with a large enough effect in the signal ratio, with a control signal flat, not every such curve was filed as active; inconclusive means small, poorly fitted or top-dose-only effect, or effect the other way, or a change in a side signal; the % refers to the signal ratio;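 further: potency means the concentration at half of the fitted maximal effect; plate controls were basal doxycycline-induced cells for no effect and cells given 10 µM MG132 for full effect; MG132 reads +100%, hits lower the ratio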
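Cell line TMD8 (human ABC DLBCL), stably expressing tet-inducible CBG68-IkBa fusion and CBR; IMDM/0.5% FBS; cpd up to 46 uM; dox induction, 4 h, 37C/5% CO2; dual luminescence; green/red ratio; MG132 control.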
Tb PFK inh – inhibitors of T. brucei phosphofructokinase; 0.17% of 330,000 active; T. brucei PFK, ADP-Glo luminescence; AID 485367; Potency, µM (highest dose often 57.5 µM), for the others: at the highest dose activity, negative = inhibition, actives largely listed as inhibitors; O15648;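 further: potency means the concentration at half of the fitted maximal effect; 0% = uninhibited 1x PFK enzyme wells and -100% = no-enzyme wells; nearly all actives have a fitted effect of over 60% in size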
Target sequence (O15648 whole entry, looked up): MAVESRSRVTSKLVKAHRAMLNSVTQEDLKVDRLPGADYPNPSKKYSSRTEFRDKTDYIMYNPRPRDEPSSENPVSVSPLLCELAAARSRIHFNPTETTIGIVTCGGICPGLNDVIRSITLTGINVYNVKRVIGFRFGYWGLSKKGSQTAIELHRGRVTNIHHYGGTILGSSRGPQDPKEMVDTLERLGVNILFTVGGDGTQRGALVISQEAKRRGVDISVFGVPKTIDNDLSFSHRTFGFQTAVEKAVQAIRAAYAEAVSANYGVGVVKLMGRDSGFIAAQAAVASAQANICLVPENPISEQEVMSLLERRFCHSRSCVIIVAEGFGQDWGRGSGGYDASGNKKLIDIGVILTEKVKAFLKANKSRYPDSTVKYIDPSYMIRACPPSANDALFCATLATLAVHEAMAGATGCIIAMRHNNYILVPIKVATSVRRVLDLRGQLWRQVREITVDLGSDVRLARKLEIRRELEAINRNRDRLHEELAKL
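PFK 1.25 nM, F6P 0.5 mM, ATP 0.1 mM, 0.1 M TEA pH 8.0, 5 mM MgCl2, 0.01% Tween20, 0.1% BSA; 45 min RT. ADP-Glo readout. qHTS titration up to 57 uM; curves fitted, compounds curve-classed.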
Eya2 inh – Eya2 (human) phosphatase inhibition; recombinant Eya2, OMFP fluorescence dephosphorylation (OMFP is methylfluorescein phosphate); 0.006% of 330,000 active; Potency, µM (series often up to 76.9 µM), without a hit: at the highest dose activity, negative = inhibition, hits mostly inhibitors; further: potency means the concentration at half of the fitted maximal effect; on the % scale 0 is the no-effect control and ±100 the full control effect
Target sequence (O00167 whole entry, looked up): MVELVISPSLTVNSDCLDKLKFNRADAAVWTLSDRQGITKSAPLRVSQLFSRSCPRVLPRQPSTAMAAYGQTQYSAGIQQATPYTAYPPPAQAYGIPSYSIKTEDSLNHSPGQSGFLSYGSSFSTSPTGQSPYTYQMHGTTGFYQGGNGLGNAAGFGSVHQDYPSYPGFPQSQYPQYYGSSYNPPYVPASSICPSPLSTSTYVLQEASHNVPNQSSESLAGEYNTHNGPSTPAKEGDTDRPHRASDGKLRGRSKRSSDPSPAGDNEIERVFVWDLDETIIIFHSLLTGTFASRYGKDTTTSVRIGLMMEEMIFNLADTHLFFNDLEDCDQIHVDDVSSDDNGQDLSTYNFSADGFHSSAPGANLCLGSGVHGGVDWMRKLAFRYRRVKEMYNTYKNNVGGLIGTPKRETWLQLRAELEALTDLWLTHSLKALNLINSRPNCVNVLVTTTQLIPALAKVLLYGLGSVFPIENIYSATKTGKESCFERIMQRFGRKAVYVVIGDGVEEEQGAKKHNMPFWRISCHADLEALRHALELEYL
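Eya2 (0.2 uM) preincubated 10 min at ambient with compound, then OMFP substrate added at 50 uM; 10 min reaction in 50 mM HEPES pH 7.5, 50 mM NaCl, 5 uM MgCl2, 0.05% BSA, 1 mM DTT. Fluorescence read at Ex 485/Em 525 nm.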
a7 integrin act – activators of alpha7 integrin expression for muscular dystrophy | alpha7betagal myoblasts, beta-gal FDG fluorescence, 48 h | Potency, µM (doses to about 38.3 µM), for inactives: top-dose activation, most hits filed as activators | 0.064% of 350,000 active | AID 624291;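 further: potency means the concentration at half of the fitted maximal effect; 100% = response of the positive control SU9516; nearly all actives have a fitted effect of over 60% in size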
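alpha7betagal+/- myoblasts (passage 13, 250/well) treated 48 h at 37C with compounds at 1:260 dilution of DMSO stock. Lysed, then beta-galactosidase activity read as FDG fluorescence (ex 480/em 540) after 30 min, with pre-read for autofluorescence.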
TSG101-PTAP inh – blocks PTAP/TSG101 interaction to inhibit HIV-1 budding | Q99816 | Fluorescence polarization, FITC-PTAP peptide / Tsg101 binding | Potency, µM (titrated, usually from 115 µM), for inactives: at the top dose activity change, negative = inhibition, most hits filed as inhibitors | 340,000 tested, under 10 active; active means well fitted inhibition curve with a large enough effect in the main read-out, with a control signal flat, not every such curve was filed as active; inconclusive means small, poorly fitted or top-dose-only effect, or effect the other way, or a change in a side signal; inactive means no such curve, though single readings can be large or run the other way; further: potency means the concentration at half of the fitted maximal effect; % of control where 0% means no effect
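Fluorescence polarization binding of Tsg101 binding domain (10 uM final) to FITC-labeled PTAP peptide (50 nM final) in HEPES pH 7.5 buffer with NaCl, Tween 20, EDTA, TCEP. Compounds added before peptide; binding 20 min at RT.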
TCR activator – activates T cell receptor signaling; 330,000 tested, under 10 active; primary human leukocytes, anti-CD3, IL-2 HTRF, 48 h; Potency, µM (top dose mostly 9.22 µM), inactives show at the highest dose activation of IL-2 secretion, actives largely listed as activators; AID 504894; further: % of control where 0% means no effect
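HTRF read-out of IL-2 secretion: europium cryptate donor excited at 320nm, d2 acceptor emission at 665nm. Cells were primary human leukocytes incubated 48 hr with compounds and a-CD3 beads, supplying TCR signal only.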
AT treatment – candidate therapy for ataxia-telangiectasia | 0.19% of 320,000 active | AID 485349 | Potency, µM (highest dose often 57.5 µM), for the others: top-dose activation, actives largely listed as activators | […] A-T fibroblasts, KAP-1 phosphorylation AlphaLISA; neocarzinostatin DNA damage 30 min before lysis; further: potency means the concentration at half of the fitted maximal effect; % of control where 0% means no effect; nearly all actives have a fitted effect of over 45% in size
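ATM-like activity read as KAP-1 phosphorylation via AlphaLISA donor/acceptor antibody pairs after lysis and 6 hr at 25C. Cells were ATM-null patient fibroblasts ([…], hTERT), dosed 60 min, then exposed to the DSB inducer NCS for 30 min.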
S-ASM inh – human S-ASM enzyme inhibition | P17405 | placental ASM, HMU-PC fluorogenic substrate, 60 min | Potency, µM (doses to about 57.5 µM), without a hit: top-dose activity change, negative = inhibition, hits mostly inhibitors | 0.006% of 340,000 active; further: potency means the concentration at half of the fitted maximal effect
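Human placenta-derived ASM enzyme was preincubated with compound for 10 minutes at room temperature, then given fluorogenic substrate HMU-PC0 (9 uM final) for 60 minutes at 37 °C; a pH 10 stop preceded fluorescence reading at Ex 386/Em 447 nm.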
Mito fusion yeast – mitochondrial division inhibition or fusion activation; S. cerevisiae fusion-defective mutant growth rescue, CellTiterGlo 48 h; Potency, µM (doses to about 46.1 µM), without a hit: top-dose growth rescue (activation), usual class: activators; 0.23% of 320,000 active; AID 485298;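 further: potency means the concentration at half of the fitted maximal effect; % of control where 0% means no effect; nearly all actives have a fitted effect of over 45% in size; temperature-sensitive fusion mutants such as fzo1-1 at 37 °C on non-fermentable ethanol glycerol medium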
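Luminescent cell viability in 1536-well qHTS format served as the measure of rescued growth in ts fusion-mutant S. cerevisiae cultured on non-fermentable YPEG for 48 hours at 37C.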
* hit, by the source's call; ? = inconclusive; . = not tested or not shown; [ ] = another dose, or the depositor's remark. Unless noted, the call rests on the fitted dose curve; in most records, active means well fitted curve in the direction sought with a large enough effect; inconclusive means small, poorly fitted or top-dose-only effect, or another doubt; inactive means no such curve, though single readings can be large; an effect the other way counts as inactive or inconclusive.

The line under a structure holds: TSG101-PTAP inh | Chronic BCR inh | Eya2 inh | a7 integrin act | Tb PFK inh | TCR activator | S-ASM inh | TSHR antag | AT treatment | ELG1 repair inh | Mito fusion yeast
1. O=C(Cc1cscn1)c1ccc(O)cc1O
→ -2% | 13% | 0% | -24% | 1% | 2% | 2% | 8 | -4% | 28% | -3%
2. Cc1ccc(-c2nn(-c3ccccn3)c(=O)c3ccccc23)cc1C
→ 2% | -4% | 6% | ? | 1% | 9% | -4% | -3 | 2% | 2% | 12%
3. Nc1nc2c(nc(SCc3ccccc3Br)n2C2OC(CO)C(O)C2O)c(=O)[nH]1 (stereo not given)
→ -2% | 0% | -7% | -3% | -1% | -2% | 6% | 10 | -3% | -3% | 0%
4. O=C(NN1C(=O)/C(=C/c2cccs2)SC1=S)c1cccnc1
→ -2% | 6% | 13% | 0% | 10% | 5% | -5% | -4 | -2% | -18% | 6%
5. CCOCCCNC(=O)C(c1ccc(C)cc1)N(Cc1cccs1)C(=O)c1ccccn1 (stereo not given)
→ 2% | -2% | ? | 0% | 0% | -1% | 5% | -8 | -1% | -7% | 3%
6. COCC1CCCCN1C(=O)c1cccc(OC2CCN(C(=O)C3CC3)CC2)c1 (stereo not given)
→ -5% | -9% | -7% | 0% | 1% | 3% | 4% | 58 | 4% | ? | 4%
7. CCS(=O)(=O)c1ccc(C(=O)Nc2cccc(Cl)c2)c(Cl)c1Cl
→ -7% | 11% | -3% | 1% | 1% | 0% | -4% | -8 | 1% | ? | 2%
8. CN(CC(=O)Nc1ccc(F)cc1)C(=O)CN1C(=O)NC2(CCCCC2)C1=O
→ 1% | 1% | 0% | -10% | -2% | 4%[46.1 µM] | 3% | 1 | 13% | 16% | .
9. CCCCC(=O)Nc1ccc(C(=O)NNC(=S)NC(=O)c2ccco2)cc1
→ -6% | 0% | -8% | -7% | -5% | -51% | 0% | 3 | 3% | ? | -1%
10. COc1ccc(S(=O)(=O)NCc2cccnc2)cc1Br
→ -5% | -4% | -21% | -8% | -3% | -1% | 0% | -6 | 0% | ? | -2%
11. Nc1sc(-c2ccccc2)cc1C(=O)O
→ . | 10% | 15% | . | 4% | . | . | 7 | 0% | ? | 3%
12. O=C(NC(NC(=S)Nc1ccccc1C(=O)O)C(Cl)(Cl)Cl)c1ccco1 (stereo not given)
→ 25% | -2% | 9% | 28% | 0% | -3% | 4% | -1 | -4% | 2% | -1%
13. COCCCNc1nc(N)c([N+](=O)[O-])c(NC2CCCCC2)n1
→ -1% | 7% | -13% | -13% | 0% | 2% | -7% | 4 | 10% | 4% | ?
14. COc1ccc(OC)c(-c2nc3c(C)n[nH]c(=O)c3[nH]2)c1
→ 3% | ? | -2% | -54%[inhibitor] | -3% | 2% | -2% | -9 | 2% | 6.5µM* | -3%
15. O=C(NCc1ccccn1)c1nn(-c2ccccc2)c(=O)c2ccccc12
→ 1% | 1% | 0% | -12% | 0% | 8% | 2% | 1 | -20% | 0% | 10%

Complete entries from above.
`COCCCNc1nc(N)c([N+](=O)[O-])c(NC2CCCCC2)n1` is entered as TSG101-PTAP inh = -1%; Chronic BCR inh = 7%; Eya2 inh = -13%; a7 integrin act = -13%; Tb PFK inh = 0%; TCR activator = 2%; S-ASM inh = -7%; TSHR antag = 4; AT treatment = 10%; ELG1 repair inh = 4%; Mito fusion yeast = ?
`O=C(NCc1ccccn1)c1nn(-c2ccccc2)c(=O)c2ccccc12` is entered as TSG101-PTAP inh = 1%; Chronic BCR inh = 1%; Eya2 inh = 0%; a7 integrin act = -12%; Tb PFK inh = 0%; TCR activator = 8%; S-ASM inh = 2%; TSHR antag = 1; AT treatment = -20%; ELG1 repair inh = 0%; Mito fusion yeast = 10%

Next part.
The line under a structure holds: TSG101-PTAP inh | Chronic BCR inh | Eya2 inh | a7 integrin act | Tb PFK inh | TCR activator | S-ASM inh | TSHR antag | AT treatment | ELG1 repair inh | Mito fusion yeast
16. Cc1c(-c2ccc(Cl)cc2)oc(=O)c2c(N)n(-c3ccccc3)nc12
→ 0% | -3% | 18% | -16% | ? | -1% | -5% | -20 | 7% | ? | 9%
17. CCOC(=O)Nc1cc(OC)c(OC)cc1Cc1nccc2cc(OC)c(OC)cc12
→ -4% | -26% | -25% | 12% | 0% | -2% | -2% | 1 | -6% | ? | -1%
18. Cn1c(SCC(=O)NNC(=O)Cc2ccccc2)nc2ccccc2c1=O
→ 0% | 12% | 11% | -38% | 1% | -2% | 0% | 9 | -13% | 9% | 7%
19. O=C(OC(C(=O)NCC1CCCO1)c1ccccn1)c1cccs1 (stereo not given)
→ -4% | 24% | -19% | 17% | -3% | . | 0% | -2 | 6% | 3% | -2%
20. Cc1csc(CN(C)C(=O)C2CCC(=O)N(Cc3ccc(Cl)cc3)C2)n1 (stereo not given)
→ -5% | 0% | -5% | -39% | -1% | -3% | -1% | 3 | 14% | 0% | -2%
21. Cc1ccnc(NC(=O)/C=C/c2ccccc2[N+](=O)[O-])c1
→ . | ? | 1% | . | -2% | . | . | -3 | -1% | ? | 1%
22. CC(C)CN(C(=O)COC(=O)Cc1n[nH]c(=O)c2ccccc12)C1CCS(=O)(=O)C1 (stereo not given)
→ -7% | -4% | 2% | -16% | 1% | -3% | 1% | 5 | -8% | 6% | -6%
23. CC(=O)/C=C1/C(=O)Nc2ccccc21
→ -8% | ? | 7% | -4% | -11% | 10% | -5% | -17 | -7% | -2% | -1%
24. Cn1nc([N+](=O)[O-])nc1N1CCOCC1
→ -3% | 0% | 5% | -15% | 2% | 4% | 2% | 4 | -7% | 8% | -6%
25. O=C(c1cccc(S(=O)(=O)N2CCCc3ccccc32)c1)N1CCN(c2ccccc2)CC1
→ -1% | -4% | -27% | -24% | 3% | -2% | -3% | -14 | 0% | ? | .
26. Cc1ccc(S(=O)(=O)CCC(=O)OCC(=O)NCc2ccc(Cl)cc2)cc1
→ 0% | 1% | 13% | -1% | -9% | -4% | 5% | -3 | -8% | 2% | -4%
27. CCN(CC)CCCNC(=O)c1cc2nc(-c3ccccc3)cc(C(F)(F)F)n2n1
→ -3% | -1% | -9% | -44% | 2% | -1% | 40%[activator] | 15 | 1% | -8% | 3%
28. Oc1cc2c(cc1CN1CCN(c3ncccn3)CC1)OCO2
→ -1% | 0% | -13% | -5% | -2% | -3% | 1% | 4 | -5% | 11% | 2%
29. O=C1C(c2ccc(F)cc2)N(C2CCCCC2)C(=O)CN1C1CCCC1 (stereo not given)
→ -10% | 3% | 2% | 18% | 0% | -3% | 4% | -8 | 10% | 6% | 4%
30. O=C(NC(Cc1c[nH]c2ccccc12)C(=O)N/N=C/c1ccc(Cl)cc1)c1cccs1 (stereo not given)
→ -1% | ? | -8% | -21% | -2% | 1% | -21% | -3 | -1% | -12% | 0%
31. C[C@H](NC(=O)c1nc[nH]c1C(=O)NCCCCCN)C(=O)OC(C)(C)C
→ -8% | 0% | -7% | 14% | -20% | -1% | 7% | 15 | -6% | 13% | 3%
32. CC(=O)Nc1ccc(NC(=O)c2c(C)nc3ccccn23)cc1
→ -9% | -1% | 9% | 15% | 1% | 4% | 1% | 6 | -6% | 0% | -4%
33. C=CCN(c1ccccc1)S(=O)(=O)c1cccc(C(=O)NCC(c2ccc(F)cc2)N2CCOCC2)c1 (stereo not given)
→ 1% | ? | -26% | -2% | 7% | -7% | 0% | -5 | 3% | ? | 7%

Down the list, from the results shown.
Nos. 21–26 in a7 integrin act, in turn: ., -16%, -4%, -15%, -24%, -1%

Compound activity from PubChem.
